# CHO-K1 Ca ag: counter-screen for M1 agonists: effect in parental CHO-K1 cells; Fluo-8 calcium fluorescence; scaled to maximal ATP response, vehicle zero; activation, % at 3 µM; 0.48% of 360,000 active; AID 602248, 2012; in the data active = activation above about 15%;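 note: untransfected CHO-K1 host cells lacking M1 receptor as counterscreen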
# CHO parental Ca: ATP-evoked calcium signal inhibitors, parental CHO, primary screen, counter-screen for OX1R antagonist project, cell-based, fluorescence, Fluo-8 calcium dye. parental CHO-K1, ATP-induced calcium, Fluo-8 fluorescence. inhibition, % at 5.6 µM. 0.63% of 330,000 active;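 active = inhibition above that plate's mean sample inhibition plus 3 SD, cut at about 26% in these data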;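 note: 0% = ATP-challenged DMSO wells and 100% = DMSO wells without ATP; some compounds past the cut are filed as inactive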
#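 test system = CHO parental line | reagent = ATP stimulus | measured by = intracellular calcium via Fluo-8 no-wash fluorescent dye | control set = ATP and no-ATP DMSO wells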
# M1 antag: human M1 muscarinic receptor antagonists, primary screen, CHO-K1 cells, Fluo-8 calcium fluorescence, 1536-well; CHO-K1 hM1, ACh EC80 antagonist; inhibition, % at 3 µM; 1.3% of 360,000 active;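 active = percent inhibition above its own plate's cutoff, namely the mean of that plate's compound wells plus 3 SD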;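 note: peak over basal fluorescence ratio during 140 s after agonist addition; 0% = ACh EC80 plus DMSO and 100% = DMSO alone without agonist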
# Target sequence (P11229 whole entry, looked up): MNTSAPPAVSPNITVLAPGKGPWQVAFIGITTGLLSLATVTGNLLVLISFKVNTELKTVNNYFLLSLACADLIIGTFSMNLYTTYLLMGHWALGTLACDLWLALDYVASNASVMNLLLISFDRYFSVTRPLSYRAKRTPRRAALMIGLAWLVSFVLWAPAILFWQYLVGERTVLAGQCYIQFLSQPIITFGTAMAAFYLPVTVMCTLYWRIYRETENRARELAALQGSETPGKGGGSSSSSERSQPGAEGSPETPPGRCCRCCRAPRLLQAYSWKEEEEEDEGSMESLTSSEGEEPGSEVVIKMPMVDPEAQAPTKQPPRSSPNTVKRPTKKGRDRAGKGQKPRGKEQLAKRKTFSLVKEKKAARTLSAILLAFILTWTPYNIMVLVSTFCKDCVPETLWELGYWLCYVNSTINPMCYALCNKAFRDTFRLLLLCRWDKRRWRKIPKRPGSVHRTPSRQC
# M1 PAM: human M1 muscarinic receptor positive allosteric modulators, primary screen, CHO-K1 cells, Fluo-8 calcium fluorescence, 1536-well; activation, % at 3 µM; Muscarinic acetylcholine receptor M1 (Homo sapiens), P11229; 0.088% of 360,000 active; CHO-K1 hM1, ACh EC20; 0% = ACh EC20, 100% = maximal ACh; in the data active = activation above about 19%, passing the limit was not always enough
# CHRM4 antagonist: human M4 muscarinic receptor antagonists, primary screen, CHO cells, Fluo-8 calcium fluorescence; Muscarinic acetylcholine receptor M4 (Homo sapiens), P08173; CHO-hM4 cells, ACh EC80; inhibition, % at 3 µM; 0.73% of 360,000 active; AID 624125, 2012;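 active = inhibition above its plate's cutoff, the mean inhibition of sample wells plus 3 SD, cut at about 27% in these data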;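 note: 0% = acetylcholine EC80 with DMSO and 100% = DMSO without agonist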
# Target sequence (P08173 whole entry, looked up): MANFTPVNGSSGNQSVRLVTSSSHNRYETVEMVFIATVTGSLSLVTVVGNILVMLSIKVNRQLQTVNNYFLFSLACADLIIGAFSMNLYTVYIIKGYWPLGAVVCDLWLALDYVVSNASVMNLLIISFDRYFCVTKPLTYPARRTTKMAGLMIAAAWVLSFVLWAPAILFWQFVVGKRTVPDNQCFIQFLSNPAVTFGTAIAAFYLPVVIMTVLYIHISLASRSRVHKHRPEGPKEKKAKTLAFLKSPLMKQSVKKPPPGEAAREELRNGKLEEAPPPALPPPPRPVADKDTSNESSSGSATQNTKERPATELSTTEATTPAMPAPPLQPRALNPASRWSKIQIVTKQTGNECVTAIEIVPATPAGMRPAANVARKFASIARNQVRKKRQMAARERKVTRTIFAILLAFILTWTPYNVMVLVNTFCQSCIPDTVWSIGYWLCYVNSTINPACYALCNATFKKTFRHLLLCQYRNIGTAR
# OXTR potentiate: human OXTR potentiators, primary screen, fluorescence, CHO-OTR cells, Fluo-8 calcium | 0.061% of 320,000 active | activation, % at 3 µM | AID 2445, 2010 | Fluo-8 calcium fluorescence, potentiator mode; 0% = oxytocin EC15, 100% = EC100 | Oxytocin receptor (Homo sapiens), P30559;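 active = activation above that plate's cutoff, the mean activation of tested compounds plus 3 SD, cut at about 6.6% in these data, passing the limit was not always enough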;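 note: 100% uses oxytocin at 75 nM as the full agonist control; some results filed as inactive read as strong as hits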
#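 Replication – single well per compound, singlicate · Assay system – CHO cell line stably expressing human OTR · Timing – 6 min pre-incubation, 100 s read · Measure – normalized max/min fluorescence ratio, % activation · Doses – 3.0 µM, one dose · Detection – Fluo-8 calcium dye fluorescence · Probe or stimulus – oxytocin near EC15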
# M1 ag: human M1 muscarinic receptor agonists, primary screen, Fluo-8 calcium fluorescence, CHO-K1 cells, HTS; AID 588814, 2011; CHO-K1 hM1, agonist mode; 0% DMSO, 100% acetylcholine EC100; Muscarinic acetylcholine receptor M1 (Homo sapiens), P11229; 0.33% of 360,000 active; activation, % at 3 µM;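 active = activation above the run's mean compound activation plus 3 SD, cut at about 16% in these data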;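 note: peak over basal fluorescence ratio within a 140 s kinetic read after compound addition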
# CHO-K1 Ca antag: M1 antagonist counterscreen hit in parental CHO-K1 cells; AID 602250; 0.6% of 360,000 active; ATP-induced calcium, Fluo-8 fluorescence; inhibition, % at 3 µM;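 active = inhibition above a per-plate cutoff, the plate's mean sample inhibition plus 3 SD, cut at about 24% in these data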;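 note: 0% = DMSO plus EC80 ATP and 100% = DMSO alone without ATP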
# M4 ag: human M4 muscarinic receptor agonists, primary screen, CHO-K1 cells, Fluo-8 calcium fluorescence; CHO-K1 hM4/Gqi5; vehicle 0%, full acetylcholine response 100%; activation, % at 3 µM; 0.14% of 360,000 active; AID 624127, 2012;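 active = activation above the run mean over all test wells plus 3 SD, cut at about 32% in these data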;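 note: peak over basal fluorescence ratio per well then scaled between controls; 0% = DMSO wells and 100% = acetylcholine at EC100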
# * hit, by the source's call; x = no result given.
nr	molecule	CHO-K1 Ca ag	CHO parental Ca	M1 antag	M1 PAM	CHRM4 antagonist
1	CCOC(=O)c1cn(-c2c(C)n(C)n(-c3ccccc3)c2=O)c2c(F)c(F)c(F)cc2c1=O	0.6	-9	-9	6	2
2	Fc1ccccc1CNc1nc(NCC2CC2)nc2ccsc12	7.7	x	-1	-13	0
3	CCCC1=C(C(=O)OCC)C(c2cc(Cl)cc(OC)c2OCC(=O)OCC)NC(=O)N1 (stereo not given)	0.9	-35	-39	6	-6
4	O=C1OC(=O)c2cc([N+](=O)[O-])ccc21	-0.3	-11	-11	15	5
5	Cc1ccc(NC(=O)C2c3ccccc3Oc3ccccc32)nc1	5.2	-36	5	-2	1
6	COc1ccc2nc(C)cc(NCc3ccc(F)cc3)c2c1	3.8	11	29*	-10	27*
7	Cc1cccc(NC(=O)c2ccc(Cn3cc(C(F)(F)F)ccc3=O)cc2)c1	0.7	-10	0	1	3
8	CCCN=C1N(C)C[C@@H]2[C@@H]3C(=O)N(C)C(=O)[C@@H]3[C@](C)(C(=O)OC)N12	0.7	-7	-11	10	-3
9	COc1cc2c(cc1OC)-c1cc(NC3CCCCCCC3)nc(=O)n1CC2	1.2	-28	-8	-3	-3
10	COc1ccc(C)cc1-n1c(=O)c2ccccc2c2ccccc2c1=O	1.3	x	2	2	-13

nr	OXTR potentiate	M1 ag	CHO-K1 Ca antag	M4 ag
1	-1	-5	-5	0
2	x	0	-11	13
3	-4	4	-4	0
4	-7	3	-4	0
5	0	-8	-5	15
6	-12	2	4	32*
7	3	-4	-4	0
8	x	-5	-4	1
9	-8	-5	0	0
10	x	-3	-13	1

# Following part.
nr	molecule	CHO-K1 Ca ag	CHO parental Ca	M1 antag	M1 PAM	CHRM4 antagonist
11	CC(C)N(C(=O)[C@H]1C[C@H](CC(=O)NCCc2ccccn2)C(=O)N2CCc3c([nH]c4cc(CCC(=O)N(C)C)ccc34)[C@]12C)C(C)C	-0.3	-13	-1	1	-5
12	COc1nc(NC(C)(C)C)nc(Oc2ccc(=O)n(-c3ccccc3)n2)n1	0.5	-9	-8	6	-1
13	O=C(Cc1csc(NC(=O)Nc2ccc(Cl)cc2)n1)NCc1ccccn1	5.1	-10	3	1	-7
14	CCC(C(=O)Nc1cc(Cl)c(OC)cc1OC)c1ccccc1 (stereo not given)	1.7	-25	-15	10	-11
15	CSCCC(NC(=O)c1ccco1)C(=O)OCC(=O)N1c2ccccc2NC(=O)C1(C)C (stereo not given)	0.5	-15	-7	7	-1
16	COc1ccccc1C(=O)N1CC(=O)Nc2ccc(C)cc2C1c1ccc(F)cc1 (stereo not given)	6.4	-36	4	-5	-9
17	O=C(Cc1ccc(Cl)c(Cl)c1)NC1CCCCCC1	3.0	-9	-13	10	3
18	CS(=O)(=O)c1ccccc1C(=O)N1CCN(Cc2ccccc2)CC1	0.2	-20	-19	10	-17
19	Cn1c(NC2CCCCC2)c(N=O)c(=O)n(C)c1=O	0.1	-1	-6	6	14
20	COc1cccc(CN2CCNC(=O)C2CC(=O)N2CCCCO2)c1OC (stereo not given)	0.6	1	-2	6	-15

nr	OXTR potentiate	M1 ag	CHO-K1 Ca antag	M4 ag
11	x	-5	-13	0
12	2	-2	-5	1
13	-9	-1	2	8
14	8	10	-7	6
15	-10	-4	-10	2
16	-10	-3	-4	14
17	0	-5	-18	3
18	-13	-8	-7	3
19	-3	-2	-4	1
20	-7	-4	-12	3

# Complete entries as entered above. Order of screens: CHO-K1 Ca ag	CHO parental Ca	M1 antag	M1 PAM	CHRM4 antagonist	OXTR potentiate	M1 ag	CHO-K1 Ca antag	M4 ag
# `Cn1c(NC2CCCCC2)c(N=O)c(=O)n(C)c1=O` is listed with 0.1	-1	-6	6	14	-3	-2	-4	1
# `CSCCC(NC(=O)c1ccco1)C(=O)OCC(=O)N1c2ccccc2NC(=O)C1(C)C` (stereo not given) is listed with 0.5	-15	-7	7	-1	-10	-4	-10	2
# `COc1nc(NC(C)(C)C)nc(Oc2ccc(=O)n(-c3ccccc3)n2)n1` is listed with 0.5	-9	-8	6	-1	2	-2	-5	1
# `CCC(C(=O)Nc1cc(Cl)c(OC)cc1OC)c1ccccc1` (stereo not given) is listed with 1.7	-25	-15	10	-11	8	10	-7	6
# `O=C(Cc1ccc(Cl)c(Cl)c1)NC1CCCCCC1` is listed with 3.0	-9	-13	10	3	0	-5	-18	3

# Next entries follow:
nr	molecule	CHO-K1 Ca ag	CHO parental Ca	M1 antag	M1 PAM	CHRM4 antagonist
21	CCc1cc(CNC(=O)c2cccc(OC3CCN(S(C)(=O)=O)CC3)c2)on1	3.4	-17	-2	3	9
22	COc1ccccc1NC(C)C(=O)Nc1ccc(C(C)=O)cc1 (stereo not given)	0.5	1	-6	2	3
23	Nc1ccc(C(=O)N2CCN(S(=O)(=O)c3ccc4c(c3)OCCCO4)CC2)cc1[N+](=O)[O-]	8.4	-3	-12	8	0
24	N#Cc1c(N2C(=O)c3ccc(C(=O)O)cc3C2=O)sc2c1CCCC2	-0.1	-11	-26	20	-2
25	CCOC(=O)CCNC(=O)Nc1cc2nc(C)n(Cc3cccc(Cl)c3)c2nc1C	0.7	0	-8	6	0
26	Cc1ccc(OCC(=O)Nc2ccc(C(=O)O)cc2NC(=O)COc2ccc(C)c(C)c2)cc1C	0.1	-8	7	-1	10
27	CNC(=S)N(CCc1ccc(OC)c(OC)c1)Cc1cc2c(C)cc(C)cc2[nH]c1=O	-0.1	0	-10	10	0
28	CSc1ncc(C(=O)Nc2ccccc2Cl)c(C)n1	0.1	-15	-3	6	-13
29	CCOc1ccc(NC(=O)CN(C)C(=O)c2cc(C)on2)cc1OCC	0.1	1	-12	5	-9
30	Cc1nn(C)c(Cl)c1NC(=O)OCc1ccc(Cl)cc1Cl	4.4	18	10	-8	4

nr	OXTR potentiate	M1 ag	CHO-K1 Ca antag	M4 ag
21	-4	0	-4	4
22	-8	-6	-11	0
23	-13	1	-4	11
24	6	-2	-3	0
25	3	-6	-17	0
26	-5	-3	-4	0
27	-2	-5	-1	1
28	-8	-6	15	1
29	-3	-1	-3	0
30	-8	-1	21	8

# (continued)
nr	molecule	CHO-K1 Ca ag	CHO parental Ca	M1 antag	M1 PAM	CHRM4 antagonist
31	NC(=O)N1CCN(CCCN2c3ccccc3Sc3cc(Cl)ccc32)CC1	0.9	x	-1	-2	-17
32	COc1cccc(NC(=O)NCCCN2CCN(c3ccc(F)cc3)CC2)c1	0.3	-14	-9	4	-7
33	CCCn1c(N2CCN(C)CC2)nc2c1c(=O)[nH]c(=O)n2C	-0.2	-1	-3	8	-4
34	c1ccc(-c2ncnc3nc4n(c23)CCC4)cc1	2.1	-4	4	-2	-8
35	COc1cccc(NCc2cc(=O)oc3cc(C)c(O)cc23)c1	6.0	-1	-15	9	2
36	NNc1nnc2c3cc(F)ccc3n(CCc3ccccc3)c2n1	1.2	-12	-17	8	4
37	O=C(NCc1cccnc1)Nc1ccc(Cl)c(Cl)c1	5.1	-8	-5	3	4
38	COc1ccc(OC)c(-n2cnc3cc(C(=O)NCCCN4CCOCC4)ccc32)c1	1.8	-8	-33	13	9
39	Cc1cc(Cl)ccc1OCC(=O)N1CC(C)CC(C)C1 (stereo not given)	-0.3	-26	-7	6	-13
40	CC(=O)NC1=C(Nc2ccc(N(C)C)cc2)C(=O)c2ccccc2C1=O	-0.2	-10	-15	14	2

nr	OXTR potentiate	M1 ag	CHO-K1 Ca antag	M4 ag
31	x	-8	-1	7
32	-4	-4	-4	4
33	-4	-5	-7	1
34	-1	-10	-38	2
35	-23	-2	-8	4
36	2	-4	-14	2
37	-7	-3	-5	7
38	-7	-5	5	0
39	-13	1	21	-1
40	1	-2	-10	0

# Other structures:
nr	molecule	CHO-K1 Ca ag	CHO parental Ca	M1 antag	M1 PAM	CHRM4 antagonist
41	COc1cc(C(=O)NCC(=O)Nc2c(C)cccc2C)ccc1OCC(=O)N1CCOCC1	0.6	1	15	-9	1
42	CC1(C)COC(c2ccc3c(c2)OCO3)OC1	0.5	x	-9	5	5
43	Cc1nn(C)c(C)c1S(=O)(=O)N1CCC(C(=O)NC2CCCc3ccccc32)CC1 (stereo not given)	0.4	-1	-5	4	2
44	CCOc1ccccc1NC(=O)c1oc2ccccc2c1NC(=O)C1CCCO1 (stereo not given)	0.5	-19	-2	-3	1
45	CN(C)c1ccc(CNC(=O)c2cc(S(=O)(=O)N3CCOCC3)cn2C)cc1	-0.2	4	-14	9	-9
46	Cc1ccccc1C(O)c1ccccn1 (stereo not given)	0.2	-10	-5	8	-3
47	COc1ccc(C(=O)CSc2nc3cccnc3n2C)cc1	1.4	-9	-8	-6	2
48	Cc1cccc(/C=N/NC(=O)c2cccc([N+](=O)[O-])c2)n1	1.7	-7	-4	8	2
49	Cc1c(NC(=O)COC(=O)C2(c3ccccc3F)CCCC2)c(=O)n(-c2ccccc2)n1C	-0.6	-11	-7	3	-10
50	CC(=O)N/C(=C\c1ccccc1)C(=O)OCC(=O)NC(=O)c1ccccc1	0.5	-6	-11	9	2

nr	OXTR potentiate	M1 ag	CHO-K1 Ca antag	M4 ag
41	4	-1	8	2
42	x	0	-11	0
43	0	-2	-10	1
44	-5	-3	1	5
45	-3	-3	-19	1
46	-1	-4	-4	1
47	-19	3	28*	6
48	5	-8	-13	1
49	2	-10	1	1
50	3	-3	-5	0

# (continued)
nr	molecule	CHO-K1 Ca ag	CHO parental Ca	M1 antag	M1 PAM	CHRM4 antagonist
51	Nc1cc(Cc2ccccc2)ccc1O	0.2	x	-8	16	-8
52	COc1cccc(-c2nnn(CC(=O)N3CCCCC3)n2)c1	0.4	-3	5	-3	13
53	COc1ccccc1C(=O)NC(=O)COC(=O)CCNS(=O)(=O)c1ccccc1	0.9	0	-7	5	-4
54	CCCCNC(=O)O/N=C(\N)CS(=O)(=O)C(C)(C)C	0.8	-14	-9	9	13
55	COC(=O)Nc1nc(C)c(C(=O)N(C)C)s1	0.1	-3	-12	8	4
56	Nc1ncnc2c1ncn2[C@@H]1O[C@H](C(=O)NS(=O)(=O)c2cccc(F)c2)[C@@H](O)[C@H]1O	1.3	x	-17	1	5
57	CN(C)S(=O)(=O)c1ccc2c(c1)c(=O)c(C(=O)N1CCN(c3ccccn3)CC1)cn2C	0.2	-4	-12	6	-8

nr	OXTR potentiate	M1 ag	CHO-K1 Ca antag	M4 ag
51	x	2	0	1
52	-2	-3	16	1
53	-10	0	1	1
54	-2	-4	-4	1
55	0	-2	2	1
56	x	-2	-14	0
57	3	-4	-9	0
